# Screening data: PubChem BioAssay, National Center for Advancing Translational Sciences (NCATS)
# HepG2 viability – kills HepG2 cells in TGF-b inhibitor counter-screen; Potency, µM (series often up to 46.1 µM), without a hit: at the highest dose activity change, negative = cytotoxicity, usual class: cytotoxic; HepG2 CAGA-GFP viability, ATP luminescence, 18 h; actives 0.76% (n = 410,000); further: potency means the concentration at half of the fitted maximal effect; some results filed as inactive show a strong effect at the top dose
#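 HepG2 CAGA-GFP cells (1000/well, DMEM with 1% FBS) received compound, then TGF-beta at 500 pg/mL final, and were incubated 18 hours at 37 degrees C. Viability was read by CellTiter-Glo luminescence. Media-only wells were set as complete cell-killing and DMSO as no toxicity.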
# Nrf2 inh – Nrf2 pathway inhibition. A549 ARE-Fluc reporter, luciferase luminescence, 18-24 h. Potency, µM (titrated, usually from 46 µM), for inactives: at the highest dose activity change, negative = inhibition, actives largely listed as inhibitors. actives 2.1% (n = 360,000). AID 504444; further: potency means the concentration at half of the fitted maximal effect; on the % scale 0 is the no-effect control and ±100 the full control effect; nearly all actives have a fitted effect of over 60% in size
#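 Nrf2 activity is the BugLite luminescence, read 15 min after reagent at room temperature, following CellTiter-Fluor cytotoxicity readout (30 min, 37C). Compound titrations were applied for 18-24 h to 5000 A549 ARE_Fluc cells/well in 5% FBS OPTI-MEM.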
# A549 tox – counter-screen for Nrf2 inhibitors: cytotoxicity in A549 cells; Potency, µM (top dose mostly 46 µM), without a hit: at the highest dose activity change, negative = cytotoxicity, actives largely listed as inhibitors; actives 0.16% (n = 390,000); A549 ARE-Fluc cells, CellTiter-Fluor viability, 18-24 h; further: potency means the concentration at half of the fitted maximal effect; on the % scale 0 is the no-effect control and ±100 the full control effect
#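 A549 ARE_Fluc cells in 5% FBS OPTI-MEM were exposed to compounds in concentration-response for 18-24 h at 37 deg C. Viability was read by CellTiter-Fluor fluorescence (Ex 405/Em 525) after 30 min, before the luciferase read.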
# TGFb inhibitor – blocks TGF-b signaling | HepG2 CAGA-GFP TGF-b/SMAD3 reporter, GFP fluorescence, 18 h; TGF-beta stimulated, 500 pg/mL final | Potency, µM (series often up to 46.1 µM), inactives show at the highest dose activity, negative = inhibition, most hits filed as inhibitors | actives 1.2% (n = 410,000) | AID 588855; further: potency means the concentration at half of the fitted maximal effect; on the % scale 0 is the no-effect control and ±100 the full control effect; nearly all actives have a fitted effect of over 65% in size
#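 Smad-responsive CAGA-GFP expression was quantified in HEPG2 cells exposed to compounds and 500 pg/mL final TGF-beta for 18 h at 37 degrees C; unstimulated wells defined full inhibition.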
# Nrf2 activator – activators of Nrf2 (ARE) signaling | actives 0.31% (n = 410,000) | AREc32 ARE-luciferase reporter (MCF7-derived line), luminescence, 24 h | Potency, µM (doses to about 46.1 µM), without a hit: top-dose activation, hits mostly activators | AID 624171; further: potency means the concentration at half of the fitted maximal effect; % of control where 0% means no effect; nearly all actives have a fitted effect of over 65% in size
#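 AREc32_Fluc, 1000 cells/well, OPTI-MEM + 5% FBS, o/n 37 deg C 5% CO2; 23 nL cpd by pin tool, 24 hr; Steady-Glo 30 min RT, luminescence.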
# ATXN viability – viability counter-screen for ATXN expression inhibitors; S2 cells (HEK-293 line with an ATXN2-luciferase reporter) viability, CellTiter-Fluor protease fluorescence, 24 h; Potency, µM (series often up to 56.7 µM), usual class: cytotoxic; actives 0.49% (n = 400,000); further: potency means the concentration at half of the fitted maximal effect; nearly all actives have a fitted effect of over 40% in size
# IL1B secr inh – inflammasome signaling inhibition, IL-1 beta readout. THP-1 LPS/ATP IL-1B secretion, AlphaLISA, 16 h; stronger effect = lower value. activity change, % at 57.5 µM. actives 4.7% (n = 360,000). AID 743279; in the data active means activity change below about -50%; inconclusive means mostly about -30% to -49%; further: on the % scale 0 is the no-effect control and ±100 the full control effect
#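 THP-1 cells pretreated 1 hr with compounds (up to 57.5 uM final), then stimulated with LPS (250 ng/mL final) plus ATP (1.25 mM final); secreted IL-1B measured by AlphaLISA after 16 hr, decreased signal indicating inhibition.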
# MCF10A rereplic – inducers of DNA re-replication in MCF 10A breast cells; MCF 10A DNA re-replication, Hoechst nuclear intensity, 48 h; Potency, µM (series often up to 46.1 µM), for inactives: at the highest dose activity, positive = re-replication, actives largely listed as activators; actives 2.9% (n = 350,000); further: potency means the concentration at half of the fitted maximal effect; % of control where 0% means no effect; nearly all actives have a fitted effect of over 50% in size
# ATXN2 expr inh – inhibitors of ATXN2 expression | HEK-293 ATXN2-luciferase reporter, luminescence, 24 h | Potency, µM (titrated, usually from 57 µM), without a hit: at the top dose activity change, negative = inhibition, actives largely listed as inhibitors | actives 0.72% (n = 360,000); further: potency means the concentration at half of the fitted maximal effect; on the % scale 0 is the no-effect control and ±100 the full control effect; nearly all actives have a fitted effect of over 55% in size
#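 ATXN2-luciferase reporter cells (luciferase flanked by upstream and downstream ATXN2 gene portions) were treated 24 h at 37 °C with compounds at up to 57 uM. SteadyGlo luminescence gave expression; GF-AFC fluorescence gave viability.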
# The depositor's hits bear a star; i = inactive; ? = inconclusive; . = not tested or not shown; & = joins results of further samples; ! = repeats disagree; [ ] = another dose, or the depositor's remark. Unless noted, the call rests on the fitted dose curve; in most records, active means well fitted curve in the direction sought with a large enough effect; inconclusive means small, poorly fitted or top-dose-only effect, or another doubt; inactive means no such curve, though single readings can be large; an effect the other way counts as inactive or inconclusive.
SMILES	ATXN2 expr inh	A549 tox	Nrf2 activator	TGFb inhibitor	Nrf2 inh	HepG2 viability	MCF10A rereplic	IL1B secr inh	ATXN viability
CN1C[C@@H]2[C@@H]3C(=O)N(Cc4ccccc4)C(=O)[C@@H]3[C@](C)(C1=O)N2C(=O)c1ccccc1	15%	-3%	0.1%	?	10%	4%	-12%	14	i
CCOC(=O)C(=O)Cc1cccnn1	-6%	-6%	-0.3%	-9%	-1%	5%	-2%	8	i
COc1ccc(CNC(=O)c2cc3c(=O)[nH]c4ccccc4c3n2C)c(OC)c1	-9%	-5%	0.4%	-2%	-8%	-10%	.	.	i
CCOc1ccc(NC(=O)CN(C)CC(=O)Nc2ccc(F)c(F)c2F)cc1OCC	-6%	0%	0.7%	32%	0%	7%	3%	7	i
CC(C(=O)N1CCc2ccccc21)N(C)CC(=O)Nc1cccc(F)c1 (stereo not given)	7%	-4%	-0.6%	-11%	-3%	-25%	-5%	1	i
CC(C(=O)N1CCCC1)N1CCN(c2ccccc2O)CC1 (stereo not given)	-4%	-3%	0.4%	4%	-9%	12%	-2%	-2	i
CC(C)C(=O)N1CCN(c2ccccc2NC(=S)NC(=O)Cc2ccccc2)CC1	-10%	-16%	-0.7%	-4%	?	-15%	13%	-11	i
O=S(=O)(Nc1nnc(C2CCCCC2)s1)c1ccc(F)cc1	3%	-7%	-0.2%	0%	-10%	-6%	0%	32	i
COc1ccc(NC(=O)Cn2c(CCC(=O)O)ccc2-c2ccccc2)cc1	-12%	8%	-0.2%	1%	14%	2%	-1%	38	i
O=c1c2ccccc2nnn1COc1ccc(Cl)cc1Br	.	8%	2.8%	3%	?	-5%	-7%	-13	i
O=C(NCCCn1ccnc1)c1ccc(-c2cccc(Cl)c2Cl)o1	-14%	0%	4.5%	?	-12%	-41%	?	-26	i
CC(C)=CCN1CCN(Cc2ccoc2)CC1CCO (stereo not given)	-19%	1%	0.3%	11%	7%	20%	?	-6	i
O=C(c1ccoc1)N1CCCC(Nc2ccc(F)c(F)c2)C1 (stereo not given)	3%	0%	0.1%	5%	0%	3%	1%	-11	i
Cc1cccc(CS(=O)(=O)c2ncc(Cl)c(C(=O)NCc3ccccc3)n2)c1	.	8%&-19%	-3.5%&-6.9%	3.2µM*	?	3.5µM*!	13µM*	-97*	.
COC(=O)c1ccc(-n2c(C)cc(C(=O)CCl)c2C)cc1	15µM*	0%	15%	20µM*	-4%	13µM*	12µM*	-99*	30µM*
CCC(C)(C)NC(=O)C(c1ccc(OC)cc1)N(C(=O)CCC(=O)Nc1cc(C)on1)C(C)(C)C (stereo not given)	-11%	-1%	2.4%	1%	7%	3%	1%	21	i
Cc1ccc(N2C(=O)N3[C@H](c4ccc(Br)cc4)[C@@H]4C(=O)N(C(C)(C)C)C(=O)[C@@H]4[C@]3(C)C2=O)cc1	6%	-8%	0.6%	?	1%	1%	7%	-5	i
Cc1ccc(NC(=O)CSc2nc3ccccc3c(=O)[nH]2)cc1[N+](=O)[O-]	20%	0%	7.0%	3%	-21%	2%	-43%[inhibitor]	5	i
COc1ccc(C(=O)NC2=NCCS2)cc1S(=O)(=O)N1CCCCC1C (stereo not given)	.	-10%	-0.1%	-23%	-13%	3%	-1%	5	i
CC1(C)CC(=O)C2=C(C1)Nc1ccccc1S2	-12%	-11%	0.5%	10%	-24%	-12%	?	-3	i
CCOc1ccccc1C(=O)NC(C(=O)NCc1ccc(F)cc1)C(C)C (stereo not given)	39%	12%	-0.1%	2%	?	-6%	3%	34	.
COc1ccc(/C=C/C(=O)c2c(C)nc3ccccn23)cc1	-5%	-4%	0.5%	-16%	18%	-5%	9%	-5	?
NS(=O)(=O)c1ccc2nc(NC(=O)COc3ccccc3)sc2c1	2%	6%	0.6%	1%	.	0%	.	.	i
O=C1c2ccccc2C(O)(c2ncc[nH]2)N1CCc1ccccc1 (stereo not given)	4%	0%	0.9%	-4%	9%	-28%	?	13	i
O=C(Nc1ccc2ccccc2c1)c1ccccc1[N+](=O)[O-]	48%[activator]	4%	25%	9%	?	-10%	?	-7	i
COc1cc(NC(=O)c2nnn(Cc3ccc(SC)cc3)c2N)cc(OC)c1	0%	1%	4.4%	?	-1%	-27%	-1%	-25	i
Cc1ccc(C(=O)NCC(=O)Nc2ccc(C)c(S(=O)(=O)Nc3ccc(Cl)cc3)c2)s1	-7%	-13%	7.5%	-15%	?	-22%	?	63	i
CCOc1ccc(NC(=O)c2ccc(S(=O)(=O)N3CCOCC3)cc2)cc1	-8%	0%	0.0%	16%	8%	-6%	-7%	-4	i
CCCN(C(=O)c1nc2nccc(C)n2n1)c1c(N)n(Cc2ccccc2)c(=O)[nH]c1=O	.	-1%	-0.7%	1%	3%	-13%	8%	-11	i
CCCCCC(=O)Nc1c2c(nc3ccccc13)CCC2	.	-8%	-0.1%	-15%	-6%	1%	2%	15	?

# Going on with the list:
SMILES	ATXN2 expr inh	A549 tox	Nrf2 activator	TGFb inhibitor	Nrf2 inh	HepG2 viability	MCF10A rereplic	IL1B secr inh	ATXN viability
CCN(Cc1ccccc1)C(=O)c1[nH]c2ccc(OC)cc2c1C	8%	19%	-0.3%	-4%	13%	-24%	13%	?	i
O=C(CSc1nc(Nc2ccccc2)nc(N2CCOCC2)n1)N1CCc2ccccc21	-4%	-3%	0.3%	21%	?	-50%	?	2	i
Cc1ccc(OCC(=O)NC(=S)Nc2ccc(S(=O)(=O)Nc3cc(C)on3)cc2)c(Br)c1	4%	-7%	-0.5%	2%	17%	-1%	13%	0	i
O=C(CSc1nnc(-c2cccnc2)n1Cc1ccco1)c1ccc(Br)cc1	.	-14%	2.7%	0%	-37%	-5%	23%	0	.
COc1cccc(/C=N/NC(=O)N/N=C/c2cccc(OC)c2O)c1O	?	0%	-0.2%	-10%	-6%	-11%	14%	-97*	i
Cc1cc(C)n(C(=O)CNC(=O)C2COc3ccccc3O2)n1 (stereo not given)	-3%	0%	0.6%	12%	-14%	23%	-8%	1	i
COc1ccc(-c2noc(CCC(=O)N3CCN(c4ccccc4C)CC3)n2)cc1	-2%	-6%	5.0%	-21%	?	-24%	31%	34	i
Cc1ccc(CN2CC(C(=O)Nc3cccc(C)n3)CC2=O)cc1 (stereo not given)	4%	-3%	0.0%	-14%	12%	5%	10%	24	i
Cc1ccc(OCc2ccccc2C)c([N+](=O)[O-])n1	23%	2%	1.9%	15%	10%	-8%	3%	-30	i
COc1ccc(NC(=O)C2CCN(c3cnccn3)CC2)cc1OC	-1%	0%	0.5%	-24%	0%	-10%	3%	-3	i
CCC(COC)NCc1cn(-c2ccc(OC)cc2)nc1-c1cccc(F)c1 (stereo not given)	?	0%	0.2%	-12%	-1%	-17%	16%	-82*	?
CC(=O)Nc1ccccc1NC(=O)c1ccccc1	.	-4%	-0.5%	-4%	-5%	5%	3%	14	i
O=C(Cc1cccc2ccccc12)NN1C(=O)/C(=C\c2cccnc2)SC1=S	-4%	-4%	-0.5%	14%	5%	4%	-18%	-2	i
CCOc1ccccc1OC(=O)c1cc2ccccc2oc1=O	.	-15%	4.7%	18%	-28%	1%	4%	-2	i
Cc1cc(NS(=O)(=O)c2ccc(NC(=O)c3ccc([N+](=O)[O-])cc3)cc2)nc(C)n1	.	.	-0.2%	-9%	.	-29%	.	51	i
CC(Oc1ccc(Cl)cc1Cl)/C(N)=N/O (stereo not given)	.	-19%	-0.9%	-9%	-27%	-2%	0%	-20	i
O=C(Cn1c(=O)n(Cc2ccc(F)cc2)c(=O)c2ccccc21)NCC1CCCO1 (stereo not given)	-12%	-23%	0.5%	5%	-6%	11%	-34%[inhibitor]	-7	?
CC(C(=O)Nc1ccc2nccnc2c1)N1C(=O)C2C3C=CC(C3)C2C1=O (stereo not given)	-3%	?	0.0%	?	?	-16%	-2%	-3	i
CC(C)(C)N(Cc1ccccc1)C(=O)COC(=O)c1ccc2ccccc2n1	2%	0%	-0.5%	-6%	0%	-7%	1%	11	i
COC(=O)N1[C@H](C)C=C[C@]1(Cc1ccccc1)C(=O)O	8%	1%	-0.5%	7%	16%	6%	12%	12	i
COc1ccccc1NC(=O)CN1C(=O)NC(CC(C)C)C1=O (stereo not given)	9%	7%	-0.3%	0%	2%	0%	6%	15	i
CCN(CC)S(=O)(=O)c1cccc(-c2nnc(SCc3ncc(-c4ccccc4)o3)n2C)c1	-3%	1%	0.5%	-6%	28%	-1%	1%	0	i
COc1ccc(-c2cc(C(=O)Nc3cc(Br)ccc3O)no2)cc1	-8%	-1%	4.9%	-8%	7%	-8%	-24%	-15	i
CN1CCN(c2ccc(NC(=O)c3cc4ccccc4o3)cc2)CC1	.	-5%	-0.3%	9%	?	-23%	-3%	-6	i
CCCCCC[N+](C)(C)CC/C=C1/c2ccccc2Sc2ccc(Cl)cc21	?	-1%	-5.4%	?	9%	-113%	?	-24	?
COc1cccc(NC(=O)CSCC(=O)O)c1	9%	-6%	0.2%	-14%	-10%	-3%	1%	-5	i
CCc1ccc(S(=O)(=O)Nc2c(C)nc3nc[nH]n3c2=O)cc1	7%	2%	-1.0%	3%	-5%	10%	5%	16	i

# Reprinted at random: 2 entries already listed, in no set order.
SMILES	ATXN2 expr inh	A549 tox	Nrf2 activator	TGFb inhibitor	Nrf2 inh	HepG2 viability	MCF10A rereplic	IL1B secr inh	ATXN viability
COC(=O)N1[C@H](C)C=C[C@]1(Cc1ccccc1)C(=O)O	8%	1%	-0.5%	7%	16%	6%	12%	12	i
CCN(Cc1ccccc1)C(=O)c1[nH]c2ccc(OC)cc2c1C	8%	19%	-0.3%	-4%	13%	-24%	13%	?	i
